Screening results (PubChem)
POLB inh – DNA polymerase beta (human) inhibition | 340,000 compounds, 1.3% hits | P06746 | Pol beta primer extension/strand displacement, fluorescence kinetic | Potency, µM (titrated, usually from 114 µM), without a hit: at the top dose activity change, negative = inhibition, actives largely listed as inhibitors; note: potency is the fitted concentration of half-maximal effect; % is set by controls: 0 for no effect and ±100 for the full control effect
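Pol beta (10 nM) was preincubated with compound for 15 min at room temperature. The reaction was then started with 50 nM substrate and read immediately and after a further 10 min at room temperature.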
Apoferritin bind – binds horse apoferritin like a general anesthetic; 350,000 compounds, 0.074% hits; apoferritin/1-aminoanthracene competitive binding, fluorescence; Potency, µM (top dose mostly 77.5 µM), for inactives: top-dose activity change, negative = displacement, most hits filed as inhibitors; note: potency is the fitted concentration of half-maximal effect; % is set by controls: 0 for no effect and ±100 for the full control effect; nearly all actives have a fitted effect of over 20% in size
Target sequence (P02791 2-175 limits assumed): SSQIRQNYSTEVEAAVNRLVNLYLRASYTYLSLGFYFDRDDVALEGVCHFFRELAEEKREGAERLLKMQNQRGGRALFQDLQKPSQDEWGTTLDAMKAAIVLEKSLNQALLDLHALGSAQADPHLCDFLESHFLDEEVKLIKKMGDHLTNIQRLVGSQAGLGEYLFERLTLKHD
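Probe: 1-aminoanthracene (50% saturated, PBS). Protein: horse-spleen apoferritin, 10 uM. Incubation: 10 min, room temperature. Detection: 380 nm excitation, 535 nm emission. Analysis: normalized response, four-parameter Hill.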
POLI inh – DNA polymerase iota (human) inhibition. Q9UNA4. Pol iota fluorescent replication assay, 10 min. Potency, µM (doses to about 115 µM), for inactives: at the highest dose activity, negative = inhibition, actives largely listed as inhibitors. 390,000 compounds, 1% hits. AID 588590; note: potency is the fitted concentration of half-maximal effect
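Pol iota at 10 nM preincubated 15 min with compounds at room temperature; reaction started with fluorescent substrate, 50 nM final. Fluorescence read kinetically at 0 and 10 min; buffer-only wells as negative control.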
APE1 inh – inhibitors of human APE1 endonuclease; Potency, µM (titrated, usually from 65.8 µM), inactives show at the top dose activity change, negative = inhibition, most hits filed as inhibitors; recombinant APE1, TAMRA/BHQ-2 abasic DNA cleavage fluorescence; P27695; 350,000 compounds, 0.35% hits;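 note: potency is the fitted concentration of half-maximal effect; plate controls were vehicle for no effect and reference inhibitor for full effect; nearly all actives have a fitted effect of over 55% in size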
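Measures dequenching upon AP-site incision of a 5'-TAMRA/3'-BHQ-2 THF-containing duplex, 50 nM; human APE1 0.75 nM after 15 min room-temperature exposure to compound; kinetic three-point read at one-minute spacing.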
BLM helicase inh – blocks DNA unwinding by human BLM helicase. P54132. recombinant BLM DNA unwinding, fluorescence dequenching. Potency, µM (highest dose often 56.1 µM), for the others: at the highest dose activity change, negative = inhibition, actives largely listed as inhibitors. 350,000 compounds, 0.2% hits;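 note: potency is the fitted concentration of half-maximal effect; plate controls were vehicle for no effect and no enzyme for full effect; nearly all actives have a fitted effect of over 35% in size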
LDHA inh – blocks human lactate dehydrogenase A | P00338 | purified LDHA, NADH/diaphorase-resazurin fluorescence; hits give low values | activity change, % (values are at about 110 or 230 µM) | 480,000 compounds, 0.15% hits | AID 1347041; in the data active = activity change below about -30%; inconclusive = mostly about -25% to -30%;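 note: plate controls were DMSO wells for no effect and wells without enzyme for full effect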
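Enzyme activity of human lactate dehydrogenase 5 (2 nM; 0.06 mM NADH, 0.2 mM pyruvate, 5 min, RT) is measured via a resazurin/diaphorase fluorescence readout of residual NADH.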
Pol eta inh – inhibitors of human DNA polymerase eta | Q9Y253 | recombinant Pol eta, fluorescent DNA replication assay | AID 588591 | 390,000 compounds, 1.2% hits | Potency, µM (titrated, usually from 114 µM), inactives show at the highest dose activity change, negative = inhibition, most hits filed as inhibitors; note: potency is the fitted concentration of half-maximal effect; % is set by controls: 0 for no effect and ±100 for the full control effect
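Pol eta at 10 nM preincubated with compounds 15 min at room temperature; reaction started with fluorescent substrate (50 nM final) and read kinetically at 0 and 10 min.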
Pol kappa inh – inhibitors of human DNA polymerase kappa. Potency, µM (doses to about 107 µM), inactives show at the top dose activity, negative = inhibition, actives largely listed as inhibitors. 400,000 compounds, 0.53% hits. purified Pol kappa, fluorescent DNA synthesis assay, 10 min. Q9UBT6; note: potency is the fitted concentration of half-maximal effect; % is set by controls: 0 for no effect and ±100 for the full control effect
Target sequence (Q9UBT6 whole entry, looked up): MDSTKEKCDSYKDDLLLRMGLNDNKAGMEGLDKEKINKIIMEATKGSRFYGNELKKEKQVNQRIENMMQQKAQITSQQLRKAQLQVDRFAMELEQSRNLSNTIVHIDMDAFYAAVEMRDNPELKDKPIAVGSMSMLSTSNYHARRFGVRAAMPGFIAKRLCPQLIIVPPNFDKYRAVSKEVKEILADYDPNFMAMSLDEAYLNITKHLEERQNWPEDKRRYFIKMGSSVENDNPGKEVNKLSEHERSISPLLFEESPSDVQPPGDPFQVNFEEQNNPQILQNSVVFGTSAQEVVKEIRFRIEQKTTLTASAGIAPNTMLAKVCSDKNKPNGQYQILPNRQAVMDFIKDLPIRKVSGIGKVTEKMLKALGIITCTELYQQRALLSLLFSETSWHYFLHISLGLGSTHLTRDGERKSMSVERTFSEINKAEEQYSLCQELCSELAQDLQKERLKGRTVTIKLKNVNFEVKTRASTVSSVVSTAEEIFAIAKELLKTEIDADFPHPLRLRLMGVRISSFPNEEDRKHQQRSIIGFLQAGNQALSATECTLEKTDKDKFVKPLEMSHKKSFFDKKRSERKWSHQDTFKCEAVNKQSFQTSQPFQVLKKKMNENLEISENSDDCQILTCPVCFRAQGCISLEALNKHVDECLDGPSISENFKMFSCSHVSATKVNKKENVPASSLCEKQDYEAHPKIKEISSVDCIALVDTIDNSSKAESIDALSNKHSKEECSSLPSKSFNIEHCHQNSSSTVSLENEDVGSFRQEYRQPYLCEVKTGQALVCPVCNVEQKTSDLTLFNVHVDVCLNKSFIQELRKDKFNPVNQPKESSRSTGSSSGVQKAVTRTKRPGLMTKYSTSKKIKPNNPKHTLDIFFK
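Pol kappa 10 nM + cpd, 15 min RT; start w/ substrate 50 nM final; fluorescence kinetic read, 0 and 10 min. Neg ctrl: buffer, no enzyme.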
Glioma ERSR ind – ER stress response induction in glioma | U87-MG GRP78 promoter luciferase reporter, 16 h | Potency, µM, for the others: at the top dose activation, most hits filed as activators | 420,000 compounds, 0.02% hits; note: potency is the fitted concentration of half-maximal effect; series mostly up to about 76 µM; % of control where 0% means no effect; nearly all actives have a fitted effect of over 35% in size
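Stably transfected U87-MG human glioma cells carrying a GRP78-based luminescent sensor were seeded at 1000 cells/well, pin-dosed with compounds and incubated 16 h. Luciferase reagent was then added, and end-point luminescence was read after 10 min at room temperature.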
Active calls of the source: *; u = inconclusive; x = not tested or not shown; & = joins results of further samples; [ ] = remark or other dose. Unless noted, calls come from the whole dose curve; as a rule, active = well fitted curve in the direction sought with a large enough effect; inconclusive = small, poorly fitted or top-dose-only effect, or another doubt; inactive = no such curve, though single readings can be large; an effect the other way counts as inactive or inconclusive.

SMILES	POLB inh	Apoferritin bind	POLI inh	APE1 inh	BLM helicase inh	LDHA inh	Pol eta inh	Pol kappa inh	Glioma ERSR ind
CC(C)CN(CC(C)C)C(=O)CN1C(=O)NC2(CCc3ccccc3C2)C1=O (centres undefined)	6%	-6%	4%	23%	-4%	-9	5%	-1%	-4%
Cc1cc(C)cc(NC(=O)C2CCN(S(=O)(=O)c3cn(C)cn3)CC2)c1	28%	11%	34%[activator]	x	-1%	-5	1%	-2%[60.1 µM]	0%
CN(C(=O)CN1CCC(NC(=O)C2CCCCC2)CC1)C1CCCCC1	27%	-11%	0%	18%	-6%	-2	-2%	-13%	4%
COc1cc(/C=N/NC(=O)CN2CCOCC2)ccc1OCc1ccccc1	54%	-6%	-3%	21%	3%	-4	-6%	-5%	6%
COc1ccc(C)cc1N(CC(=O)Nc1ccc(S(=O)(=O)N2CCOCC2)cc1)S(C)(=O)=O	-22%	-7%	120%[activator]	37%[12.4 µM]	-2%	-3	-22%	-22%	-5%
CCc1ccc(OCC2c3cc(OC)c(OC)cc3CCN2C(C)=O)cc1 (centres undefined)	9%	4%	31%[activator]	-6%	-1%	-7	u	1%	-1%
CCOc1ccccc1NC(=O)CN1CCN(S(=O)(=O)c2ccc(Br)cc2)CC1	10%	-15%	3%	x	-7%	-12	-10%	6%	-1%
CC(C)Oc1ccc(C2NC(=O)NC2=O)cc1 (centres undefined)	3%	8%	10%	5%	-4%	-18	-1%	-5%	-2%
Cc1ccc(N2CC(NS(=O)(=O)c3cccnc3)CC2=O)cc1C (centres undefined)	x	x	-14%	9%	x	-1	-16%	3%	-1%
Cc1ccc2nc(N3CCC(C(=O)NC4CCCCC4)CC3)sc2c1	18%	-4%	20%	14%	3%	-1	-16%	16%	-4%
COc1ccc2c(c1)CC[C@@H]1[C@@H]2CC[C@]2(C)C(=O)CC[C@@H]12	-10%	-2%	-15%	-2%	0%	-8	-12%	-12%	0%
CC1=C(C(=O)OC(C)C)C(C)C(C(=O)OC(C)C)=C(C)N1	2%	2%	24%	6%	-12%	0	-21%	-8%	-3%
Cc1ccc(NC(=S)N(CCN2CCCCC2)Cc2ccco2)cc1C	12%	-12%	-13%	-3%	-9%	0	-16%	-15%	-2%
Fc1cccc(-c2cc3nc4c(c(N5CCOCC5)n3n2)CCCC4)c1	22%	-7%	-19%	11%	-11%	-7	-15%	2%	3%
Cc1cccc(NC(=O)Cn2c(=O)n(CC3CCCO3)c(=O)c3ccccc32)c1 (centres undefined)	49%	6%	-13%	-7%	0%	2	-13%	0%	-3%
CC(=O)c1ccc(Oc2cc(C(F)(F)F)cnc2C(N)=O)cc1	4%	-1%	41%[activator]	-2%	-2%	0	-15%	8%	2%
CCc1cc2c(nc1CC)CCN(CC/C(C)=N/OC[C@@H](C)[C@H](OCc1ccccc1)C(C)C)C2	x	-10%[15.3 µM]	x	0%[12.4 µM]	0%[12.4 µM]	x	x	x	-5%
CCOc1ccc(-c2nc(CCl)cs2)cc1	86%	-10%	-1%	10%	-1%	-2	-4%	-9%	0%
CC(C)C1=C2CCCCC2NC(=O)N1 (centres undefined)	8%	-21%	-26%	15%	-3%	8	4%	-7%[60.1 µM]	-2%
COc1ccccc1P(=O)(Cc1ccccc1)c1ccccc1 (centres undefined)	17%	-6%	35%[activator]	12%	-5%	-5	-20%	-25%	-3%

Ordered by molecular weight (descending): 9 of the compounds above
SMILES	POLB inh	Apoferritin bind	POLI inh	APE1 inh	BLM helicase inh	LDHA inh	Pol eta inh	Pol kappa inh	Glioma ERSR ind
COc1ccc(C)cc1N(CC(=O)Nc1ccc(S(=O)(=O)N2CCOCC2)cc1)S(C)(=O)=O	-22%	-7%	120%[activator]	37%[12.4 µM]	-2%	-3	-22%	-22%	-5%
CCOc1ccccc1NC(=O)CN1CCN(S(=O)(=O)c2ccc(Br)cc2)CC1	10%	-15%	3%	x	-7%	-12	-10%	6%	-1%
Cc1cccc(NC(=O)Cn2c(=O)n(CC3CCCO3)c(=O)c3ccccc32)c1 (centres undefined)	49%	6%	-13%	-7%	0%	2	-13%	0%	-3%
COc1cc(/C=N/NC(=O)CN2CCOCC2)ccc1OCc1ccccc1	54%	-6%	-3%	21%	3%	-4	-6%	-5%	6%
CCc1ccc(OCC2c3cc(OC)c(OC)cc3CCN2C(C)=O)cc1 (centres undefined)	9%	4%	31%[activator]	-6%	-1%	-7	u	1%	-1%
CN(C(=O)CN1CCC(NC(=O)C2CCCCC2)CC1)C1CCCCC1	27%	-11%	0%	18%	-6%	-2	-2%	-13%	4%
Fc1cccc(-c2cc3nc4c(c(N5CCOCC5)n3n2)CCCC4)c1	22%	-7%	-19%	11%	-11%	-7	-15%	2%	3%
COc1ccccc1P(=O)(Cc1ccccc1)c1ccccc1 (centres undefined)	17%	-6%	35%[activator]	12%	-5%	-5	-20%	-25%	-3%
CC(C)C1=C2CCCCC2NC(=O)N1 (centres undefined)	8%	-21%	-26%	15%	-3%	8	4%	-7%[60.1 µM]	-2%

(listing goes on)
SMILES	POLB inh	Apoferritin bind	POLI inh	APE1 inh	BLM helicase inh	LDHA inh	Pol eta inh	Pol kappa inh	Glioma ERSR ind
CN1CCN(NC(=S)Nc2ccccc2)CC1	86%	-4%	61%[activator]	-1%	0%	-4	-17%	8%	-2%
O=C(Cc1ccccc1)Nc1sc2c(c1C(=O)Nc1ccc(Br)cc1)CCCC2	-17%	-11%	-3%	x	-4%	-4	-6%	-3%	-2%
O=C(CNS(=O)(=O)c1ccc(Br)cc1)OCc1cc(=O)n2cc(Br)ccc2n1	35µM*	-9%	x	-3%	-25%	x	x	x	x
c1ccc2c(Nc3nc4c(s3)CCCC4)cccc2c1	0%	u	1%	16%	-12%	18	-14%	-8%	5%
COc1ccc(C(CNC(=O)CSc2ccccc2C)N(C)C)cc1 (centres undefined)	10%	-8%	37%[activator]	-3%	-4%	-6	-9%	-12%	-7%
COc1ccc(CC(=O)NNC(=O)c2cc(C)[nH]n2)cc1	33%	-9%	76%[activator]	30%	-9%	-2	3%	-2%	-3%
CCOC(=O)C1CCCN(c2c(NCCCN3CCCC(C)C3)c(=O)c2=O)C1 (centres undefined)	5%	0%	-2%	-1%	-5%	-3	-5%	-9%	-3%
Cc1oc(C(C)(C)C)cc1C(=O)Nc1ccc(N2CCOCC2)cc1	-1%	-20%	-21%[58.9 µM]	2%	-5%	5	-12%	-4%	-4%
CN1C(=O)CC(NNC(=O)c2ccc(Cl)cc2)C1=O (centres undefined)	18%	-7%	u	3%	0%	0	2%	-8%	-4%
Cc1cccc(OCC(=O)Nc2ccc(NC(=O)c3ccccc3)cc2)c1	22%	-6%	32%[activator]	13%	-10%	-9	-11%	-6%	-2%
COc1ccc(CCCC(=O)N/N=C\c2cccs2)cc1	6%	-23%	51%[activator]	3%	-4%	-4	-10%	-14%	1%
CC(=O)c1cccc(S(=O)(=O)NCC2CCCCC2)c1	31%	-19%	141%[activator]	1%	-2%	-8	-13%	-7%	0%
c1ccc(Cn2nnnc2C(c2cccs2)N2CCCCCC2)cc1 (centres undefined)	u	-6%	-10%	3%	-5%	-7	-10%	-13%	-3%
Cc1onc(-c2ccccc2)c1C(=O)NCc1ccco1	13%	-10%	-11%	15%	-2%	-6	0%	-8%	2%
COCCn1c(SCC#N)nnc1-c1ccc([N+](=O)[O-])cc1	4%	-4%	8%	3%	-1%	4	-17%	10%	-2%
O[C@@H]1[C@@H](O)C=C2CCN3Cc4cc5c(cc4[C@H]1C23)OCO5 (some centres undefined)	x	x	49%[activator]	3%	x	18	1%	-12%	-5%
COc1cc(-c2nc3cnccn3c2Nc2c(C)cccc2C)ccc1O	2%	56%[activator]	38%[activator]	-4%	1%	7	-2%	-7%	-3%
COc1ccc(NC(=O)CCN2C(=O)c3ccccc3C2=O)cc1	21%	-1%	13%	29%	-2%	1	-3%	5%	-2%
CCc1nn(CCCC(=O)NCc2ccccc2Br)c(=O)c2cc3occc3n12	14%&21%	-1%&2%	12%&15%	24%	2%&3%	1&-3	-9%	9%&7%	-3%
Cc1ccc2nc(N3CCN(c4cccc(Cl)c4)CC3)c3nnnn3c2c1	0%	-8%	7%	x	0%	1	-1%	-24%	-1%
O=C(CCNC(=O)c1ccccc1Cl)NN=Cc1ccco1	x	x	29%	-6%	x	-7	3%	-13%	-2%
Cc1cccc(NC(=O)c2cc(S(=O)(=O)c3ccccc3)ccc2Cl)c1	1%	-15%	8%	0%	-9%	-1	-24%	-8%	-2%
Cc1ccccc1-n1c(Cn2c(=O)sc3ccccc32)nnc1SCC(=O)Nc1nccs1	30%	-5%	23%	-10%	5%	-3	-17%	-4%	-2%
O=[N+]([O-])c1ccccc1S(=O)(=O)N1CCCC(C(F)(F)F)C1 (centres undefined)	1%	u	143%[activator]	1%	-7%	-3	1%	-18%	-3%
O=C(Nc1ccccc1N1CCCCC1)c1ccc(F)cc1	0%	-18%	12%	-5%	-6%	-3	-2%	-8%	-6%
CCOC(=O)C1ON2CCCCC2C1(O)C(F)(F)F (centres undefined)	70%[activator]	-2%	16%	12%	0%	-14	3%	-8%	-2%
COc1ccccc1NC(=O)COC(=O)Cc1c[nH]c2ccccc12	3%	-7%	116%[activator]	-4%	-11%	-4	-13%	-24%	0%
O=c1oc2cc(O)ccc2s1	x	-20%	-18%	-6%&14%	5%	-9	-2%	2%	-2%&-5%
CC(C)C(=O)Nc1nnn(C)n1	26%	-5%	47%[activator]	1%	-2%	-8	-7%	-20%	-4%

Single entries from the entries so far.
APE1 inh, O=C(CNS(=O)(=O)c1ccc(Br)cc1)OCc1cc(=O)n2cc(Br)ccc2n1 stands at -3%
LDHA inh, O[C@@H]1[C@@H](O)C=C2CCN3Cc4cc5c(cc4[C@H]1C23)OCO5 (some centres undefined) stands at 18

Some of the compounds tested; the hit share may differ from the screen's.
